# Screening data: PubChem BioAssay, National Center for Advancing Translational Sciences (NCATS)
# NPSR antag: neuropeptide S receptor (human) antagonism, cAMP; Q6W5P4; CHO-NPSR cells, cAMP TR-FRET, antagonist mode; 220,000 compounds, 1% hits; Potency, µM (highest dose often 38.3 µM), for the others: at the top dose activity change, negative = inhibition, hits mostly inhibitors; also: potency is read from the fitted curve at half-maximal effect; % is scaled to controls: 0 for no effect and ±100 for the full control effect; nearly all actives have a fitted effect of over 50% in size; many of its hits are not listed in these tables
# Target sequence (Q6W5P4 whole entry, looked up): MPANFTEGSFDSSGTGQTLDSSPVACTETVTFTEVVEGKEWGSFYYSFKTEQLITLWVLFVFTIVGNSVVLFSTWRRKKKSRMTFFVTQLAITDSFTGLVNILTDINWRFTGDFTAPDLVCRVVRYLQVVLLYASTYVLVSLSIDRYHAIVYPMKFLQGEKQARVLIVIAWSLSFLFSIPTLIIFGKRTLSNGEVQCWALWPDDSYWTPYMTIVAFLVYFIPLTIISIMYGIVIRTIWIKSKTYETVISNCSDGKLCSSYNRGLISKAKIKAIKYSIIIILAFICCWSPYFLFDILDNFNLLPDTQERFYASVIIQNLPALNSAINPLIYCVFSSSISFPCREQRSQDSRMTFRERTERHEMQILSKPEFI
# Tau FP inhib: inhibitors of human tau fibril formation | K18 P301L tau heparin fibrillization, Alexa594 FP, 6 h | Potency, µM (top dose mostly 57.7 µM), inactives show top-dose activity, negative = inhibition, actives largely listed as inhibitors | 280,000 compounds, 0.39% hits; also: potency is read from the fitted curve at half-maximal effect; % is scaled to controls: 0 for no effect and ±100 for the full control effect; nearly all actives have a fitted effect of over 55% in size
# Target sequence (P10636 561-689 P618L limits assumed): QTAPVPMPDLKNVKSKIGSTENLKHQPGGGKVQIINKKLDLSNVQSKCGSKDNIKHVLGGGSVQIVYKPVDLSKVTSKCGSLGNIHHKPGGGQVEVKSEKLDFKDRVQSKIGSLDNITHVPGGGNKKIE
#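 Compound effects on tau fibrillization are measured by Alexa 594 fluorescence polarization (ex 555, em 632 nm). K18 P301L tau is used at 15 uM with 0.24 uM labeled tracer, and 20 uM heparin induces aggregation over 6 hr at 37 C.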
# TR SRC2 fluor cs: Texas Red fluorescence interference in TRb-SRC2 counter-screen | 280,000 compounds, 0.29% hits | Potency, µM (titrated, usually from 106 µM), inactives show at the highest dose fluorescence change, negative = quenching | TRb/SRC2 Texas Red total fluorescence interference; active = well fitted curve in either direction with a large enough effect; inconclusive = small, poorly fitted or top-dose-only effect; also: potency is read from the fitted curve at half-maximal effect; % is scaled to controls: 0 for no effect and ±100 for the full control effect
#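 Flags fluorescent or light-absorbing compounds by total fluorescence, S + 2P, at 555 nm excitation and 632 nm emission. Mixture: 20 nM Texas Red SRC2 peptide, 0.6 uM human TRb LBD, 1 uM T3, 5% DMSO; compound exposure 5 h at ambient temperature.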
# TRb SRC2 PPI: TRbeta-SRC2 interaction inhibition; AID 1469; 280,000 compounds, 0.065% hits; Potency, µM (doses to about 106 µM), for inactives: at the highest dose activity change, negative = inhibition, most hits filed as inhibitors; TRbeta-SRC2 peptide binding, fluorescence polarization; receptor liganded with 1 µM T3;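 also: potency is read from the fitted curve at half-maximal effect; plate controls were bound peptide for no effect and peptide without receptor for full effect; nearly all actives have a fitted effect of over 50% in size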
#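 Polarization signal, normalized between peptide-alone and full complex controls, measured compound effects on T3-liganded human TRb LBD (0.6 uM) binding 20 nM Texas Red SRC2 peptide after 5 hr.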
# CBFb RUNX1 block: CBF-beta/RUNX1 interaction disruption | Q01196+Q13951 | AlphaScreen CBFb-His/RUNX1-biotin binding, biochemical | Potency, µM (series often up to 59.8 µM), for inactives: at the highest dose activity, negative = inhibition, usual class: inhibitors | 230,000 tested, under 10 active | AID 1477; also: % of control where 0% means no effect
#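 Room-temperature protein-protein interaction test with 30 nM each of His-tagged CBF-beta and biotinylated RUNX1, 15 min with compound, then 90 min with nickel plus streptavidin beads. Signal read in AlphaScreen mode.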
# Epigenetic reg: regulators of epigenetic silencing causing reporter derepression in mouse cells; murine LDR cells, GFP reporter derepression, 30 h; AID 1865; 280,000 compounds, 0.2% hits; Potency, µM (titrated, usually from 53.9 µM), without a hit: at the top dose GFP activation, most hits filed as activators; also: potency is read from the fitted curve at half-maximal effect; % of control where 0% means no effect; nearly all actives have a fitted effect of over 60% in size
#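 Murine LDR cells bearing a silenced CMV-driven GFP reporter were exposed to compound for 30 h at 37 C. After PBS washes, GFP-positive cells (20-120 um objects) counted by laser-scanning microplate cytometry.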
# Tau fluor counter: counter-screen for tau fibril formation inhibitors | tau K18 P301L (four-repeat tau fragment) Alexa594 fluorescence, heparin fibrillization | 280,000 compounds, 0.93% hits | Potency, µM (highest dose often 57.7 µM), for the others: at the highest dose activity change, negative = decrease; also: potency is read from the fitted curve at half-maximal effect; % is scaled to controls: 0 for no effect and ±100 for the full control effect; nearly all actives have a fitted effect of over 55% in size
#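 Human K18 P301L tau (15 uM unlabeled plus 0.24 uM Alexa 594-labeled, final) in 100 mM sodium acetate pH 7 was mixed with compound and 20 uM heparin and incubated 6 hr at 37 C.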
# aGal spleen mod: inhibitors or activators of human alpha-galactosidase in spleen homogenate. human spleen homogenate, 4MU-alpha-Gal fluorescence, 40 min. P06280. 240,000 compounds, 0.008% hits. Potency, µM (titrated, usually from 80 µM), for the others: at the top dose activity change, negative = inhibition, hits mostly inhibitors. AID 2107;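 also: potency is read from the fitted curve at half-maximal effect; 0% = enzyme with vehicle and -100% = no enzyme basal signal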
# Target sequence (P06280 32-429 limits assumed): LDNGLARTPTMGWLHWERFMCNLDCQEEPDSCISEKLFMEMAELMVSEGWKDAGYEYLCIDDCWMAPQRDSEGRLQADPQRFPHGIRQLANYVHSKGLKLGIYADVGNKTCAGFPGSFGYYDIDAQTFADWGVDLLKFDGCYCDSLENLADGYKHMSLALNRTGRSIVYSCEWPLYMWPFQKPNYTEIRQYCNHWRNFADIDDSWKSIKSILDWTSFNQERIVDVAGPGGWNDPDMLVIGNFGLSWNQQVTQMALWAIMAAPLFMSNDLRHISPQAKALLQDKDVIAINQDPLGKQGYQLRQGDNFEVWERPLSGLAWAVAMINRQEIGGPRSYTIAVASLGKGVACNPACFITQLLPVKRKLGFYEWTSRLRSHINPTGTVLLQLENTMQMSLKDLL
#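 Inhibition or activation of alpha-galactosidase in human spleen homogenate is scored by 4-MU fluorescence after 40 min at 37C, pH 5.0, with 1 mM substrate. AC50s come from concentration-response fitted to the Hill equation.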
# An asterisk follows results filed as active; ? = inconclusive; / = no result given; [ ] = dose if it differs, or a comment. Unless noted, calls follow the shape of the dose curve; as a rule, active = well fitted curve in the direction sought with a large enough effect; inconclusive = small, poorly fitted or top-dose-only effect, or another doubt; inactive = no such curve, though single readings can be large; an effect the other way counts as inactive or inconclusive. The list is partial, so the mix of outcomes need not match the whole.
SMILES,NPSR antag,Tau FP inhib,TR SRC2 fluor cs,TRb SRC2 PPI,CBFb RUNX1 block,Epigenetic reg,Tau fluor counter,aGal spleen mod
COc1ccc(CN(Cc2cccn2C)S(=O)(=O)c2ccccc2)cc1,-18.8%,-4.0%,-1.3%,-8.5%,13.4%,-2.6%,-22.5%,6.5%
N#Cc1c(-c2ccccc2)ccn(Cc2ccc(Cl)cc2)c1=O,-27.3%[46.1 µM],-7.3%,0.6%,-5.5%,7.2%,-1.1%,-8.6%,1.4%
NC(=O)C1(N2CCCCC2)CCN(C(=O)CSc2nc3ccccc3s2)CC1,-9.5%[46.1 µM],-0.2%,0.7%,15.1%,0.5%,-2.1%,2.2%,-7.0%
COc1ccc(CC(=O)N2CCN(c3ccc(C4=NNC(=O)CC4C)cc3)CC2)cc1 (stereo not given),-13.9%[46.1 µM],-3.3%,-1.7%,-6.3%,-6.4%,0.1%,-14.6%,-1.1%
COc1ccc(N2CCN(C(=O)CN(c3ccccc3)S(C)(=O)=O)CC2)cc1,-3.0%[46.1 µM],1.1%,2.5%,6.2%,-0.4%,5.1%,-15.6%,5.1%
Cc1ccc2oc(=O)n(CCCOc3ccccc3C)c2c1,20.2%,2.6%,3.8%,-1.6%,?,0.0%,-23.0%,6.4%
COC(=O)CSc1ccccc1C(=O)OC,-5.0%[46.1 µM],0.4%,-1.8%,-10.5%,-1.0%,-1.1%,2.1%,-2.6%
Cc1ccc(NS(=O)(=O)c2cc(OCC(N)=O)c(C)cc2Cl)cc1,10.3%,4.3%,-0.9%[53 µM],5.2%[53 µM],3.4%,0.0%,-2.6%,3.6%
CCn1c(CC(=O)Nc2ccc(C)c(Cl)c2)nnc1SCc1ccc(Cl)c(Cl)c1,-7.3%[46.1 µM],-14.8%,-0.5%,4.6%,4.7%,0.0%,-1.5%,4.7%
COc1ccc(C2CC(=O)C(C=NCCN3CCOCC3)=C(O)C2)cc1 (stereo not given),-5.5%[46.1 µM],2.8%,-0.8%,0.5%,-2.5%,-4.5%,2.2%,-1.1%
O=C(c1cn(-c2ccccc2)nc1-c1cccs1)N1CCN(c2ccc(F)cc2)CC1,-28.8%[46.1 µM],4.9%,3.7%,-0.1%,-11.2%,2.9%,-12.7%,-4.9%
CCC(C(=O)Nc1nccs1)(C(F)(F)F)C(F)(F)F,?,-4.4%,-8.9%,4.1%,4.6%,-1.0%,-5.0%,5.7%
CCSc1nc2ccc(C)cc2cc1C#N,-6.2%,0.1%,-2.3%,8.8%,4.7%,-4.7%,7.9%,7.9%
CN=C(Nc1cccc(Cl)c1)SC1CC(=O)N(c2ccc(OC)cc2)C1=O (stereo not given),32.9%,?,1.0%,-4.7%,7.8%,0.3%,?,-2.2%
CCCNS(=O)(=O)c1ccc(OCC(=O)N2CCC(C(=O)OCC)CC2)cc1,-3.0%[46.1 µM],8.6%,-0.9%,-5.3%,3.5%,-1.1%,5.6%,-1.1%
COc1ccc(-c2nc(-c3ccccc3)c(-c3ccc(O)cc3)[nH]2)cc1,/,?,-4.1%,3.8%,/,-0.9%,14.1µM*[quencher],/
Cc1ccc(NC(=O)CN(C)C(=O)CSc2nncn2C)cc1,6.2%[46.1 µM],-12.1%,1.8%,-4.5%,10.7%,0.0%,-5.5%,2.3%
COc1ccc(OC)c(/C=C/C(=O)Nc2cccc(S(=O)(=O)N3CCCC3)c2)c1,-24.4%,?,-3.8%,-3.2%,?,-0.5%,?,?
CCCCNC(=O)CNC(=O)c1cccs1,-6.3%[46.1 µM],-3.9%,2.4%,-6.0%,9.9%,1.0%,-3.5%,-2.2%
COc1ccc(CC2(CO)CCN(Cc3ccc(OC(F)(F)F)cc3)CC2)cc1,19.4%,-0.4%,-0.1%,-2.8%,2.5%,-0.6%,-15.3%,-4.9%
CC1CCCC(C)N1C(=O)CSc1nnc(NC(=O)Cc2cccs2)s1 (stereo not given),-1.8%[46.1 µM],-0.7%,0.3%,9.6%,1.1%,-6.2%,-5.4%,0.1%
COc1ccc(Nc2oc(/C=C/c3cccc(OC)c3)nc2C#N)cc1,/,1.3%,-1.5%,-7.3%,/,9.7%,-23.8%,/
CC1(C)CC(=O)c2c(oc3cc4c(cc23)OCO4)C1,/,-1.3%,-0.6%,15.0%,13.5%,1.1%,-15.1%,-2.8%
O=C(CCS(=O)(=O)c1ccc(Br)cc1)NCc1cccs1,-3.7%[46.1 µM],-6.5%,-0.3%,-5.7%,-23.3%,0.2%,1.8%,1.5%

# 2 of the compounds above, with tabs.
SMILES	NPSR antag	Tau FP inhib	TR SRC2 fluor cs	TRb SRC2 PPI	CBFb RUNX1 block	Epigenetic reg	Tau fluor counter	aGal spleen mod
CN=C(Nc1cccc(Cl)c1)SC1CC(=O)N(c2ccc(OC)cc2)C1=O (stereo not given)	32.9%	?	1.0%	-4.7%	7.8%	0.3%	?	-2.2%
CC1CCCC(C)N1C(=O)CSc1nnc(NC(=O)Cc2cccs2)s1 (stereo not given)	-1.8%[46.1 µM]	-0.7%	0.3%	9.6%	1.1%	-6.2%	-5.4%	0.1%

# Next entries:
SMILES,NPSR antag,Tau FP inhib,TR SRC2 fluor cs,TRb SRC2 PPI,CBFb RUNX1 block,Epigenetic reg,Tau fluor counter,aGal spleen mod
Cc1ccc(Cl)cc1NS(=O)(=O)c1c(C)[nH]c(=O)[nH]c1=O,-6.6%[46.1 µM],-4.8%,2.1%,2.0%,6.4%,-0.9%,-7.5%,0.3%
CCCCN(CC)CCCNC(=O)c1cn(CC(C)C)c(=O)c2c1c1ccccc1n2C,/,-2.5%,-11.5%,2.7%,/,-0.9%,-10.4%,/
CCc1nnc(NS(=O)(=O)c2ccc(NC(=S)NC(=O)c3ccc(F)cc3)cc2)s1,-33.3%,2.5%,-23.6%,-1.6%,-11.6%,1.0%,-5.7%,-16.3%
COc1ccccc1N1CCN(c2cc(C)nc3nc(-c4ccc(Cl)cc4)nn23)CC1,/,0.6%,1.2%,-4.9%,/,-3.1%,8.7%,/
COCC(=O)Nc1nnc(SCC(=O)NCc2cccs2)s1,-8.2%[46.1 µM],-6.8%,-3.1%,-3.6%,0.2%,-0.5%,2.5%,7.6%
O=C(NC1CCCCC1)N(CCO)Cc1cc2cc3c(cc2[nH]c1=O)OCCO3,4.5%[46.1 µM],0.1%,0.3%,1.6%,-1.5%,-0.7%,-10.1%,12.8%
O=c1[nH]cnc2scc(-c3ccsc3)c12,-2.0%[46.1 µM],0.0%,-4.0%,1.5%,-5.7%,0.8%,-7.3%,-19.3%
COc1ccc2c(c1)C(C)CC(C)(C)N2C(=O)CSc1nc2ccccc2s1 (stereo not given),?,7.3%,-1.3%,-3.2%,7.8%,-1.2%,-12.4%,2.4%
CNC(=O)C(=O)NCCCN1CCOCC1,6.4%,-1.8%,-2.0%,-3.9%,-13.7%,5.9%,-1.5%,-8.7%
CCNC(=O)CC1C(=O)N(c2ccc(F)cc2)C(=O)N1Cc1cccs1 (stereo not given),10.6%,2.5%,-2.3%,-10.1%,15.8%,-1.5%,3.5%,-2.0%
O=C(Nc1ccc2c(c1)OCO2)C(c1ccc(Cl)cc1)N1CCN(C(=O)c2ccco2)CC1 (stereo not given),?,6.8%,-2.8%,-10.4%,0.8%,1.6%,-2.1%,-4.9%
CCn1c(=O)c(=O)n(CC)c2cc(S(=O)(=O)Nc3cccc(OC)c3)ccc21,-5.0%[46.1 µM],-1.6%,4.1%,1.7%,5.7%,-1.0%,-7.8%,0.6%
CCN(CC)CCCN=Cc1c(O)n(-c2c(C)cccc2C)c(=O)c2ccccc12,-2.9%,1.0%,-3.7%,-0.3%,5.3%,1.1%,-6.8%,9.3%
N#Cc1c(Cl)nc(SCc2ccccc2)nc1-c1ccccc1,-17.9%[46.1 µM],-0.9%,1.5%,11.6%,-4.9%,-2.5%,3.9%,-3.0%
Cc1cc(C)cc(-n2nnnc2SCC(=O)Nc2cccc(NC(=O)c3ccco3)c2)c1,-27.5%[46.1 µM],?,0.6%,-1.6%,-5.5%,0.0%,?,6.9%
O=C(Nc1cccc(F)c1)NC1(C(=O)N2CCN3CCCC3C2)CCCCC1 (stereo not given),-5.8%[46.1 µM],5.8%,-6.9%,-1.7%,5.4%,3.5%,1.2%,1.2%
Cc1c(Cl)cccc1NC(=O)CCCn1cnc([N+](=O)[O-])n1,2.3%,1.9%,-1.8%,-3.7%,0.5%,1.9%,1.0%,-0.6%
CCOC(=O)/C=C/C(=O)Nc1cccc([N+](=O)[O-])c1,?,7.1%,1.2%,6.3%,-5.3%,-1.1%,2.0%,1.8%
COc1ccc(CCn2nnnc2C(CC(C)C)N2CCC(C(N)=O)CC2)cc1OC (stereo not given),-0.2%[46.1 µM],1.3%,-0.8%,2.1%,-2.0%,-0.9%,-3.2%,4.4%
O=S(=O)(/N=C(\Sc1ccccc1)c1ccccc1)c1ccc(Cl)cc1,1.5%[46.1 µM],?,-1.2%,-10.7%,1.5%,0.0%,-5.3%,6.7%
CCOc1ccc(C2N(c3cc(Cl)ccc3OC)C(=O)C3CCCN32)cc1OC (stereo not given),4.9%[46.1 µM],-6.8%,-2.9%,-4.7%,0.8%,1.7%,-2.5%,-0.4%
Cc1cccc(C(=O)N[C@H](C(=O)Nc2nnc(C3CC3)s2)C(C)C)c1,3.6%,-3.2%,0.2%,0.0%,-3.3%,-4.5%,-3.8%,3.7%
CCNC(=O)CC1C(=O)N(c2ccc(F)cc2)C(=O)N1Cc1ccc(OC)cc1 (stereo not given),-4.6%[46.1 µM],11.9%,1.6%,-15.7%,2.1%,0.0%,10.0%,-5.4%
COc1cccc(/C(O)=C/C(=O)C(=O)Nc2ccc(S(=O)(=O)NC(C)=O)cc2)c1,22.4%,0.9%,0.3%,3.0%,7.9%,-3.2%,2.6%,-0.7%
Cc1ccc(S(=O)(=O)n2c(=O)oc3ccccc32)cc1,-30.2%,-5.2%,-1.4%,3.1%,-11.7%,2.8%,-11.9%,-3.4%
Cn1c(=O)cc(SCC(=O)N2CCN(c3ccccc3F)CC2)c2ccccc21,/,-2.2%,-2.6%,-13.8%,/,-0.9%,-11.8%,/
